D2 ag – HTS Assay for Allosteric Agonists of the Human D2 Dopamine Receptor: Primary Screen for Agonists; D(2) dopamine receptor (Homo sapiens), P14416; HEK293 T-REx D2 cells, calcium flux agonist mode; activation, % at 2 µM; 340,000 compounds, 0.53% hits;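 active = activation over 3 SD above normal in the single-dose calcium agonist read, cut at about 30% in these data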; also: 0% is about no effect
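Agonism scored from kinetic calcium signal (1 read/sec, 180 s) following compound pin transfer, after a 10 s baseline. Cells: HEK293 Trex line expressing inducible D2 receptor coupled to calcium, dye-loaded after overnight culture at 30 C.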
USP1 inh – Inhibitors of USP1/UAF1: Primary Screen; Ubiquitin carboxyl-terminal hydrolase 1 (Homo sapiens), O94782; recombinant USP1/UAF1, Ub-Rhodamine cleavage fluorescence; Potency, µM (doses to about 57.1 µM), without a hit: top-dose activity change, negative = inhibition, hits mostly inhibitors; 390,000 compounds, 0.23% hits; AID 743255, 2014; also: potency is read from the fitted curve at half-maximal effect; % is scaled to controls: 0 for no effect and ±100 for the full control effect; nearly all actives have a fitted effect of over 60% in size; inactives centre near -12
Target sequence (O94782 whole entry, looked up): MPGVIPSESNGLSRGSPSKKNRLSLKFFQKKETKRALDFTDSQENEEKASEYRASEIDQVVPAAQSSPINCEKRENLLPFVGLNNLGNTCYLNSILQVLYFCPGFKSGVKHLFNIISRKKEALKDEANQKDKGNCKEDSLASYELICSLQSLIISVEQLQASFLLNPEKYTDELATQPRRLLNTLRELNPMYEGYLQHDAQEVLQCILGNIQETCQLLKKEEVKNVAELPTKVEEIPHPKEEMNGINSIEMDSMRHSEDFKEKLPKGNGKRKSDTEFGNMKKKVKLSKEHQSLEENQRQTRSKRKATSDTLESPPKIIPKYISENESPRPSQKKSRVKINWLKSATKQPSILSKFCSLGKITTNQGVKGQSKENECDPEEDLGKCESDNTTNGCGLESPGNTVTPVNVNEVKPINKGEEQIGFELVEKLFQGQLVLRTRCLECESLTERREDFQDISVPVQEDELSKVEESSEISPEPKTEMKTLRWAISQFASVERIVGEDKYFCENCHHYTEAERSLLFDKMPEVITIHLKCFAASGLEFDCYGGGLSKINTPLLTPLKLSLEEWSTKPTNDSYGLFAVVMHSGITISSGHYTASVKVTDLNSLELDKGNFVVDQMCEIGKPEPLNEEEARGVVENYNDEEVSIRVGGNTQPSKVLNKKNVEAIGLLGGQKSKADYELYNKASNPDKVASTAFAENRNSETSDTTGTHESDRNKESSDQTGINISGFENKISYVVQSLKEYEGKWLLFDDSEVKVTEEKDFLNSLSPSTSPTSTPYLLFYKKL
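1 nM enzyme complex + cpd, 15 min RT; start with Ub-Rho 150nM final; kinetic fluorescence ex 480/em 540, 6 reads q60 s. Buffer 50mM HEPES pH 7.8, 0.5mM EDTA, 0.1 mg/ml BSA, 1mM TCEP, 0.01% Tween-20.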
TRHR agonist – qHTS for Small Molecule Agonists and Allosteric Enhancers of Human TRH Receptor: Primary Screen for Agonists; Thyrotropin-releasing hormone receptor (Homo sapiens), P34981; TRHR cells, calcium flux fluo-8, FDSS agonist mode; activation, % at 2 µM; 360,000 compounds, 0.18% hits; AID 493084, 2011; in the data active = activation above about 30%; also: 0% is about no effect
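Read-out: compound-evoked intracellular calcium rise in TRHR cells, fluo-8 dye, kinetic FDSS fluorescence at 1 s/cycle following a 10-cycle baseline. Cells cultured overnight before dye loading (30 min–1.5 h, RT).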
TrxR1 substrate – qHTS Assay for Substrates of Mammalian Selenoprotein Thioredoxin Reductase 1 (TrxR1): qHTS; Thioredoxin reductase 1, cytoplasmic (Rattus norvegicus), O89049; Potency, µM (highest dose often 114 µM), inactives show top-dose activity change, negative = substrate turnover; purified TrxR1 substrate turnover, NADPH consumption readout; 390,000 compounds, 0.01% hits; also: potency is read from the fitted curve at half-maximal effect; % is scaled to controls: 0 for no effect and ±100 for the full control effect; nearly all actives have a fitted effect of over 50% in size
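Rat TrxR1, dispensed at 90 nM, was prereduced with 400 uM NADPH (final) for 5 min at ~22 deg C, then incubated with compound 15 min before 400 uM selenite. A first-read NADPH fluorescence drop versus no-compound background flagged substrates.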
PI4K2A inh – qHTS for small molecular inhibitors of PI4K2A | Phosphatidylinositol 4-kinase type 2-alpha (Homo sapiens), Q9BTU6 | purified PI4K2A, ADP-Glo luminescence, 1 h; hits give low values | activity change, negative = inhibition, % at 76.9 µM | 420,000 compounds, 0.13% hits | AID 1346378, 2018; in the data active = activity change below about -50%; inconclusive = mostly about -30% to -49%;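 also: -100% = wells without enzyme as full effect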
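Compounds are screened against recombinant PI4K2A using PI as substrate and ATP, the latter dispensed at 300 microM. Reactions run one hour at ambient temperature before ADP-Glo detection; full inhibition defined by wells lacking enzyme.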
TrxR1 inh – qHTS Assay for Inhibitors of Mammalian Selenoprotein Thioredoxin Reductase 1 (TrxR1): qHTS; Potency, µM (highest dose often 114 µM), inactives show at the highest dose activity change, negative = inhibition, hits mostly inhibitors; 390,000 compounds, 1% hits; AID 588453, 2011; recombinant rTrxR1, NADPH fluorescence consumption, selenite substrate; also: potency is read from the fitted curve at half-maximal effect; % is scaled to controls: 0 for no effect and ±100 for the full control effect; nearly all actives have a fitted effect of over 65% in size
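Rat TrxR1 (90 nM in the dispensed reagent) was pre-reduced with 400 uM NADPH for 5 min at room temperature, then incubated with compound for 15 min. After 400 uM selenite was added, NADPH fluorescence (Ex 340/Em 450 nm) was followed for 8 min.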
TRHR PAM – qHTS for Small Molecule Agonists and Allosteric Enhancers of Human TRH Receptor: Primary Screen for Enhancers; Thyrotropin-releasing hormone receptor (Homo sapiens), P34981; TRHR cells, fluo-8 calcium fluorescence, EC20 TRH enhancement; enhancement, % at 2 µM; 360,000 compounds, 0.66% hits; AID 493056, 2011; in the data active = enhancement above about 30%; also: 0% is about no effect
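TRHR-expressing cells loaded with fluo-8 calcium dye were read kinetically (ex 480/em 530) during compound addition, then stimulated with an EC20 of TRH (10 nM final). Enhancement of the Gq-mediated intracellular calcium response was scored.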
IDH1 R132H inh – qHTS for Inhibitors of mutant isocitrate dehydrogenase 1 (IDH1): qHTS | Isocitrate dehydrogenase [NADP] cytoplasmic (Homo sapiens), O75874 | IDH1-R132H enzyme, NADPH consumption, diaphorase/resazurin fluorescence | Potency, µM (highest dose often 76.6 µM), inactives show at the highest dose activity change, negative = inhibition, actives largely listed as inhibitors | 390,000 compounds, 0.093% hits | AID 602179, 2012; also: potency is read from the fitted curve at half-maximal effect; % is scaled to controls: 0 for no effect and ±100 for the full control effect; nearly all actives have a fitted effect of over 65% in size
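IDH1-R132H (0.5 ug/mL) preincubated 30 min with compound, then NADPH (0.016 mM) and alpha-KG (2 mM) added; 80 min at RT, pH 7.5. Remaining NADPH coupled via diaphorase/resazurin to fluorescence (540/590 nm); concentration-response curves normalized to no-enzyme control.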
D2 antag – HTS Assay for Allosteric Antagonists of the Human D2 Dopamine Receptor: Primary Screen for Antagonists. HEK293 TREx D2 cells, calcium flux, dopamine EC80. inhibition, % at 10 µM. 340,000 compounds, 2% hits; in the data active = inhibition above about 30%; also: 0% is about no effect
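Overnight-induced (tetracycline, 30 C) HEK293 T-REx cells carrying force-coupled D2 receive a no-wash calcium dye, then compound, then EC80 dopamine at 180 s; signals are read kinetically throughout.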
* marks the source's active call; other numbers are inactive results; ? = inconclusive; nt = not tested or not shown; & = joins results of further samples; [ ] = dose if it differs, or a comment. Unless noted, calls follow the shape of the dose curve; as a rule, active = well fitted inhibition curve with a large enough effect; inconclusive = small, poorly fitted or top-dose-only effect; inactive = no such curve, though single readings can be large or run the other way.

1: O=C(COCc1cc(-c2ccc3c(c2)OCO3)on1)N1CCN(c2cccc(Cl)c2)CC1
2: CC(c1ccccc1F)n1cc(C(=O)NCc2ccncc2)nn1 (configuration not stated)
3: Cc1cc(C)n2ncnc2n1
4: CC(=O)c1ccc(NC(=O)c2cc(S(=O)(=O)N3CCCCCC3)cn2C)cc1
5: CCOC(=O)C1C(C(=O)OC)=C(c2ccc(F)cc2)c2ccccc2N1S(=O)(=O)C(F)(F)F (configuration not stated)
6: COc1ccc(CN2CC34C=CC(O3)C(C(=O)O)C4C2=O)cc1 (configuration not stated)
7: CC(C)c1nnc(NC(=O)Cn2nc(-c3ccc4c(c3)OCCO4)ccc2=O)s1
8: Cc1cccc(CN2CCC(CNC(=O)CCNC(=O)Cn3ccc4ccccc4c3=O)CC2)c1
compound no.,1,2,3,4,5,6,7,8
TrxR1 inh,14%&-10%,15%,32%,2%[57.1 µM],-13%,5%[57.1 µM],44%[activator],-18%
USP1 inh,?,-9%,-10%,-28%,-23%,-9%,-2%,-2%
D2 ag,0.5&0.7,-0.1,-1.0,nt,nt,1.4,0.1,-0.4
TrxR1 substrate,0%&-11%,9%,6%,-3%[57.1 µM],-8%,12%,6%,-7%
PI4K2A inh,3&-6,-6,0,-2,-5,-5,-1,-8
IDH1 R132H inh,-5%&-29%,13%,7%,-2%,-3%,3%,-3%,9%
TRHR PAM,-3&-1,3,-2,2,nt,2,2,-2
TRHR agonist,0.4&-0.1,0.0,0.5,-0.4,nt,0.0,0.0,-0.2
D2 antag,-10,5,-1,nt,nt,11,-18,3

9: CCN(CC)C(=O)CN(C)S(=O)(=O)c1cccc2nsnc12
10: COc1ccccc1C(=O)CN1C(=O)NC2(CCCc3ccccc32)C1=O (configuration not stated)
11: COc1ccc(N2CCN(S(=O)(=O)c3ccc4c(c3)CC(C)N4C(=O)C3CC3)CC2)cc1 (configuration not stated)
12: Cc1ccc(Cl)cc1NC(=O)CSc1nncn1-c1ccccn1
13: Cc1cc(NC(=O)CCC(=O)N(CC(=O)NC2CCCC2)c2ccc(Cl)c(Cl)c2)no1
14: N#Cc1ccsc1NC(=O)CSc1nnc(-c2ccccc2)o1
15: CCn1c(CNC(=O)c2ccc(OC)cc2)nnc1SCC(=O)c1ccccc1
16: Cc1cc(C)nc(SCc2ccc([N+](=O)[O-])cc2)n1
compound no.,9,10,11,12,13,14,15,16
TrxR1 inh,4%,17%,27%,6%[57.1 µM],-2%,-20%,?,4%
USP1 inh,-11%,-7%,-13%,-19%,-9%,-14%,-20%,-21%
D2 ag,2.0,nt,nt,-0.2,-0.4,1.0,0.0,0.4
TrxR1 substrate,-4%,0%,2%,1%[57.1 µM],-4%,6%,-2%,-3%
PI4K2A inh,2,9,3,1,2,-2,-1,7
IDH1 R132H inh,4%,1%,-5%,1%,-4%,11%,7%,8%
TRHR PAM,2,nt,12,-5,-1,6,11,12
TRHR agonist,0.5,nt,-1.5,-0.3,0.2,0.5,-0.3,-1.1
D2 antag,-3,nt,nt,-10,-23,2,-26,8

17: COc1ccc(-c2[nH]ncc2CN2CCN(C(=O)c3ccco3)CC2)cc1F
18: Cn1c(=O)c2c(nc(Sc3n[nH]c(N)n3)n2Cc2ccccc2Cl)n(C)c1=O
19: O=C1CSC(c2ccccc2O)N1Cc1ccccc1 (configuration not stated)
20: O=C1NC2(O)C(=O)c3ccccc3C2(O)N1 (configuration not stated)
21: CC(Sc1nnc(COc2ccccc2)n1Cc1ccccc1)C(=O)O (configuration not stated)
22: O=C(COC(=O)c1ccc(Cl)nc1)NC(=O)c1ccc(OC(F)F)cc1
23: CN1CCN(c2ccc(NC(=O)c3cc(S(N)(=O)=O)ccc3N3CCOCC3)cc2)CC1
24: O=C1C(=O)N(CCCn2ccnc2)C(c2ccccn2)/C1=C(/O)c1ccccc1 (configuration not stated)
compound no.,17,18,19,20,21,22,23,24
TrxR1 inh,12%,6%,-16%,1%[57.1 µM],11%,10%,20%,nt
USP1 inh,-3%,-18%,-11%,-18%,-9%,-12%,-8%,nt
D2 ag,13,-0.1,-0.1,-0.8,0.5,0.8,1.3,1.6
TrxR1 substrate,1%,-1%,-4%,3%[57.1 µM],0%,-3%[57.1 µM],-2%,nt
PI4K2A inh,-3,-1,-5,4,0,-1,8,nt
IDH1 R132H inh,-1%,1%,8%,4%,4%,-8%,-7%,nt
TRHR PAM,-7,-3,-7,-2,8,-4,21,1
TRHR agonist,-0.1,-0.9,-0.9,0.3,0.8,0.4,-2.0,1.0
D2 antag,27,-26,0,10,-23,4,-7,-1

25: COc1ccc(/C=C2\SC(c3ccc(C)cc3)=NC2=O)cc1OC
26: CC(=O)C1C(c2ccc3ncccc3c2)NC(=O)NC1(O)C(F)(F)F (configuration not stated)
27: COc1ccc(-c2cc(C(=O)Nc3ccc(OC)c(OC)c3)no2)cc1
28: O=C(NC(=S)Nc1cccc(NC(=O)c2ccccc2Cl)c1)c1cccs1
29: COc1cc(SC)ccc1C(=O)NCC1CCCO1 (configuration not stated)
30: COc1ccc(/C=C2\CCCC(C(=O)C(F)(F)F)=C2O)cc1
31: CC(C)c1ccc(OCC(=O)NCCO)cc1
32: Cc1cc(C)cc(OCC(=O)N/N=C/c2ccco2)c1
compound no.,25,26,27,28,29,30,31,32
TrxR1 inh,?,10%[57.1 µM],8%[57.1 µM],-22%,11%,?,-15%,13%[57.1 µM]
USP1 inh,16µM*,-4%,-21%,-14%,7%,113%[activator],-11%,-10%
D2 ag,7.4,-0.6,-0.1,nt,0.0,-0.1,0.2,0.4
TrxR1 substrate,-6%,-3%[57.1 µM],9%[57.1 µM],8%,-1%,-7%,-11%,6%[57.1 µM]
PI4K2A inh,0,4,0,5,7,2,-4,-1
IDH1 R132H inh,0%,11%,-2%,3%,16%,-2%,-1%,1%
TRHR PAM,-2,-1,0,4,3,9,6,1
TRHR agonist,14,0.3,0.4,1.3,0.3,-0.5,-0.4,-0.5
D2 antag,5,-11,3,nt,12,20,-2,8

Some of the entries above in a different format.
# | Molecule | TrxR1 inh | USP1 inh | D2 ag | TrxR1 substrate | PI4K2A inh | IDH1 R132H inh | TRHR PAM | TRHR agonist | D2 antag
32 | Cc1cc(C)cc(OCC(=O)N/N=C/c2ccco2)c1 | 13%[57.1 µM] | -10% | 0.4 | 6%[57.1 µM] | -1 | 1% | 1 | -0.5 | 8
30 | COc1ccc(/C=C2\CCCC(C(=O)C(F)(F)F)=C2O)cc1 | ? | 113%[activator] | -0.1 | -7% | 2 | -2% | 9 | -0.5 | 20
31 | CC(C)c1ccc(OCC(=O)NCCO)cc1 | -15% | -11% | 0.2 | -11% | -4 | -1% | 6 | -0.4 | -2

Going on with the list.
33: COc1ccccc1CNC(=O)c1oc2ccc(S(=O)(=O)N3CCCCC3)cc2c1C
34: CCO[C@@H]1OC(C(=O)Nc2ccccc2)=C[C@H](c2coc3ccccc3c2=O)[C@H]1CCCO
35: COc1cc2c(cc1NC(=O)CSc1nc3cc(Cl)ccc3s1)oc1ccccc12
36: O=C(O)CSc1nc(-c2ccccc2)nc2c1CCCC2
37: CN(C)S(=O)(=O)c1cccc(NC(=S)Nc2ccc3cn[nH]c3c2)c1
38: COc1ccc(/C=N\NC(=O)c2ccc([N+](=O)[O-])c(C)c2)cc1COc1ccccc1C(N)=O
39: CC(=O)N1CCc2cc(S(=O)(=O)NC(CC(C)C)C(=O)N3CCCC3)ccc21 (configuration not stated)
40: O=C(Nc1ccc2c(c1)OCO2)C1CCN(C(=O)c2ccc(Br)cc2)CC1
41: Cc1nc(-c2ccccc2)sc1-c1ccc(SCC(=O)Nc2ccccc2)nn1
42: Cc1cc(NC(=O)CN2CCCCC2C)nc2c1c(=O)oc1ccccc12 (configuration not stated)
43: CC1CCN(S(=O)(=O)c2cc3c4c(c2)C(C)C(=O)N4CCC3)CC1 (configuration not stated)
compound no.,33,34,35,36,37,38,39,40,41,42,43
TrxR1 inh,3%[57.1 µM],20%,-20%,18%,-54%,-2%,10%,18%,22%,nt,10%
USP1 inh,?,-27%,-15%,-22%,4%,-19%,-19%,-9%,?,nt,-21%&-7%
D2 ag,1.1,0.2,1.0,-0.1,-0.2,0.6,-0.8,-0.3,0.9,-0.9,0.1&0.1
TrxR1 substrate,-6%[57.1 µM],0%,-5%,3%,3%,-3%,-1%,-2%[57.1 µM],13%,nt,-1%
PI4K2A inh,0,-2,-3,-9,-4,2,3,-16,0,nt,5&0
IDH1 R132H inh,9%,-2%,1%,2%,-7%,-6%,-7%,-5%,-16%,nt,-8%&12%
TRHR PAM,-1,-1,-8,-2,0,9,-6,-2,2,0,3&3
TRHR agonist,-0.6,-0.6,2.9,0.2,-0.7,0.7,0.1,-0.6,0.6,0.6,0.2&0.3
D2 antag,nt,8,-5,0,-5,-5,4,11,nt,-13,6
